# NOD2 RIPK2 PPI: NOD2-RIPK2 binding disruptors in cells, primary screen, fluorescence, CHO cells, BLA complementation. Receptor-interacting serine/threonine-protein kinase 2 (Homo sapiens), O43353. CCF4 ratio. inhibition, % at 4.98 µM. hit rate 0.38% among 360,000. AID 624267, 2012; in the data active = inhibition above about 21%;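 note: 0% = vehicle only and 100% = reference blocker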
# MC4R ag barr: MC4R agonists recruiting beta-arrestin, primary screen, cell-based, luminescence, agonist arm of biased-ligand search; U2OS MC4R beta-arrestin complementation; percent of melanotan II response, DMSO zero; AID 540308, 2011; Melanocortin receptor 4 (Homo sapiens), P32245; activation, % at 8.9 µM; hit rate 0.98% among 360,000;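 active = activation above a per-plate cutoff, the mean activation of sample wells on that plate plus 3 SD, cut at about 8% in these data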
# Target sequence (P32245 whole entry, looked up): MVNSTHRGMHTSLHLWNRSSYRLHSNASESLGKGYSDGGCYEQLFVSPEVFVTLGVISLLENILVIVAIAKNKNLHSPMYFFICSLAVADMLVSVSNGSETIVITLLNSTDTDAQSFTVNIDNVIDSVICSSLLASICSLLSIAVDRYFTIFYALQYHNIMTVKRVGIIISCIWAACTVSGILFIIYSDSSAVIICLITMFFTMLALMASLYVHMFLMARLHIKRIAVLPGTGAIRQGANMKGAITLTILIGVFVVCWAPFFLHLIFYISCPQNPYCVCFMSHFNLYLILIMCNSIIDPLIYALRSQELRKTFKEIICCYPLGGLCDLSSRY
# ABHD5-PLIN5 inh: ABHD5-PLIN5 interaction inhibitors, primary screen, cell lysate, split luciferase complementation, luminescence; Perilipin-5 (Homo sapiens) + 1-acylglycerol-3-phosphate O-acyltransferase ABHD5 (Homo …; Split G. princeps luciferase complementation, 4 h; inhibition, % at 4 µM; hit rate 0.78% among 360,000; AID 602281, 2012;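 active = inhibition above the mean inhibition across every tested compound plus 3 SD, cut at about 22% in these data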;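 note: 0% = DMSO only wells and the 100% control is not disclosed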
# MC4R antag cAMP: MC4R antagonists of cAMP signaling, primary screen, cell-based, TR-FRET, antagonist arm of biased-ligand search | Melanocortin receptor 4 (Homo sapiens), P32245 | MC4R-expressing cells, MTII-stimulated cAMP, LANCE TR-FRET | inhibition, % at 6.5 µM | hit rate 0.48% among 360,000;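 active = inhibition above its plate's cutoff, the mean of tested wells on that plate plus 3 SD, cut at about 29% in these data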;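 note: 0% = Melanotan II alone and 100% = Melanotan II plus saturating MCL0020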
#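 Material: U2OS-MC4R stable cell line | Reagent: Melanotan II challenge after compound preincubation | Doses: One concentration, 6.5 µM nominal | Incubation: 30-min compound preincubation, 1-h Melanotan II challenge, 1-h detection, room temperature | Signal: TR-FRET cAMP assay | Replicates: One well per compound, no replicates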
# NR2F2 inh: NR2F2 transcriptional activity inhibitors, primary screen, cell-based, luciferase reporter, HEK293T, luminescence | COUP transcription factor 2 (Homo sapiens), P24468 | HEK293T NGFI-A luciferase reporter | inhibition, % at 8.6 µM | hit rate 0.7% among 370,000;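 active = inhibition above a per-plate cutoff, mean inhibition of test wells between control levels plus 3 SD, cut at about 38% in these data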;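 note: cells cotransfected with COUP-TFII expression vector driving the NGFI-A reporter; 0% = median of COUP-TF2 test wells and 100% = reporter-only cells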
# SRC2 inh: inhibition of GAL4-SRC2 driven luciferase reporter, primary screen, SRC2 inhibitor project, cell-based, luminescence. hit rate 0.17% among 370,000. HEK293 GAL4-SRC2 luciferase reporter. Nuclear receptor coactivator 2 (Homo sapiens), Q15596. inhibition, % at 9 µM;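 active = inhibition above the mean inhibition of all tested compounds plus 3 SD, set per campaign, cut at about 52% in these data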;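 note: 0% = DMSO treated cells and 100% = cells given Gossypol at 36 µM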
# NCOA3 inh: SRC3 coactivator transcriptional activity inhibitors, primary screen, cell-based, luminescence; HEK293 GAL4-SRC3 luciferase reporter; inhibition, % at 3.6 µM; hit rate 0.17% among 360,000; AID 588352, 2011;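 active = inhibition above a per-campaign cutoff, the mean of all compounds plus 3 SD, cut at about 60% in these data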;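 note: 0% = DMSO-treated cells and 100% = gossypol-treated cells at 36 µM; higher means less SRC3-driven luciferase light from the GAL4 reporter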
# LRH-1 inv ag: LRH-1 (NR5A2) inverse agonists, primary screen, cell-based, luminescence, HEK293T, StAR-luciferase reporter | Nuclear receptor subfamily 5 group A member 2 (Homo sapiens), O00482 | LRH-1 transfected, 24 h | inhibition, % at 3.6 µM | hit rate 0.13% among 360,000 | AID 602396, 2012;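 active = inhibition above the mean inhibition of all tested compounds plus 3 SD, cut at about 73% in these data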;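 note: 0% = DMSO wells and 100% = reporter-only cells lacking LRH-1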
# Target sequence (O00482 whole entry, looked up): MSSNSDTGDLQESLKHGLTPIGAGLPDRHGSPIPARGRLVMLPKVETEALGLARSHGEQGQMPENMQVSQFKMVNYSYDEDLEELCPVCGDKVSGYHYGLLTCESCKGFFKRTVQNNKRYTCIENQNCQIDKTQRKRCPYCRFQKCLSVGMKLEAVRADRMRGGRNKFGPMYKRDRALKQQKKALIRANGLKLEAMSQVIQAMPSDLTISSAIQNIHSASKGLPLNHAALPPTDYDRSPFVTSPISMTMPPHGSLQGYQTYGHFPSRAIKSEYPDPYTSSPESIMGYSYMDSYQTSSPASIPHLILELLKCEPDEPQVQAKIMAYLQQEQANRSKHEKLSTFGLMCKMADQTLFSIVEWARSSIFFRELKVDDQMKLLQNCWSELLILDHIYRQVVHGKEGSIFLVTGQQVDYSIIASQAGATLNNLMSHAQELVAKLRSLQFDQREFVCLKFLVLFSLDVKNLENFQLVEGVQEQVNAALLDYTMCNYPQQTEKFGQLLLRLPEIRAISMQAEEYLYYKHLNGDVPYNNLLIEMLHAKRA
# LMP1 NFkB inh: EBV LMP1-driven NF-kappaB luciferase reporter inhibitors, primary screen, cell-based, luminescence, single point. LMP1-induced NF-kappaB luciferase reporter cells. inhibition, % at 12.5 µM. AID 504558, 2011. hit rate 0.69% among 350,000; in the data active = inhibition above about 41%;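 note: 0% = neutral control wells and 100% = reference inhibitor control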
# TLR9-MyD88 block: inhibitors of TLR9-MyD88 association in cells, primary screen, cell-based, CHO, BLA complementation, fluorescence; inhibition, % at 4.98 µM; Toll-like receptor 9 (Homo sapiens) + Myeloid differentiation primary response protein …; hit rate 0.21% among 340,000; CCF4 FRET ratio;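 active = inhibition above the mean over all tested compounds plus 3 SD, cut at about 21% in these data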;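 note: 0% = DMSO only wells and 100% = clavulanate BLA inhibitor control wells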
# SRC1 inh: SRC1 coactivator transcriptional activity inhibitors, primary screen, cell-based, luminescence; Nuclear receptor coactivator 1 (Homo sapiens), Q15788; HEK293 GAL4-SRC1 luciferase reporter; inhibition, % at 3.6 µM; hit rate 0.12% among 360,000;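 active = inhibition above the campaign mean plus 3 SD, with each screening campaign given its own cutoff, cut at about 60% in these data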;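 note: 0% = DMSO treated cells and 100% = gossypol at 36 µM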
# Active calls of the source: *; · = no result given. The list is partial, so the mix of outcomes need not match the whole.
SMILES,NOD2 RIPK2 PPI,MC4R ag barr,ABHD5-PLIN5 inh,MC4R antag cAMP,NR2F2 inh,SRC2 inh,NCOA3 inh,LRH-1 inv ag,LMP1 NFkB inh,TLR9-MyD88 block,SRC1 inh
CCOC(=O)c1ccccc1NC(=O)COC(=O)c1c(CC)noc1C,2,-1.4,3,7,14,16,7,16,2,-8,-6
CS(=O)(=O)c1ccc(N2CCN(C3CC(=O)NC3=O)CC2)cc1 (stereo not given),2,-1.4,4,4,6,-11,5,1,6,-2,6
O=C(Cc1c(F)cccc1Cl)N(Cc1ccccc1)c1ccccn1,6,-2.1,-1,4,-6,-22,-15,-3,-8,-3,5
COc1ccc(OCc2nnc(SCC(=O)NCC3CCCO3)n2N)cc1 (stereo not given),-5,3.0,-15,-1,-13,7,17,7,2,-3,-32
CCOC(=O)/C=C1/N(C)c2ccccc2C1(C)C,-11,0.5,4,8,2,9,12,-6,-8,-5,16
Cc1ccc(NC(=O)NC(=O)COc2c(F)c(F)cc(F)c2F)c(C)c1,-5,3.5,1,8,3,6,-8,-3,-1,-3,-9
OCCNNC(=S)NC1CC2C=CC1C2 (stereo not given),-2,0.4,-9,19,11,-30,-3,2,-1,5,2
COc1ccc2c(c1)CCc1c(C(=O)N3CCOCC3)noc1-2,-6,-1.9,-6,1,-44,-65,-68,-117,-8,-2,-114
Cc1cc(C(=O)N/N=C/c2c(C)nn(-c3ccccc3)c2C)c(C)o1,2,0.5,-2,17,-13,-6,0,-18,-6,-8,-15
C=CCC1CCCCC12NC(=O)N(c1ccccc1)N2 (stereo not given),0,-1.6,-4,0,-5,-4,24,-3,-31,-15,7
CCCNC(=O)CN(C)C(=O)c1n[nH]c2ccccc12,-8,-2.1,3,-3,-13,-12,11,11,-6,-13,-8
CCCCOC(=O)C1=C(C)NC2(O)c3ccccc3C(=O)C12O (stereo not given),1,-1.6,-26,0,0,-27,-10,8,2,-8,21
COc1ccc(/C=C/C(=O)ONC2=NCCCCC2)cc1OC,3,-3.1,-2,-4,-9,-1,-4,-9,-4,4,-9
N#C/C=C\Oc1ccc(Cl)cc1N,-3,-0.7,4,-4,9,-22,-5,21,-4,0,-58
O=C1CCC(C(=O)N2CCC(CCO)CC2)CN1Cc1ccc(Cl)cc1 (stereo not given),-12,-3.2,-4,4,5,-13,7,-4,7,0,-2
Cc1cc(C)c(CN2CCN(CCCn3ccc(NC(=O)OCc4ccccc4)nc3=O)CC2)c(C)c1,5,8.0,0,1,13,3,4,0,9,-14,2
COC(=O)c1[nH]c2ccccc2c1NC(=O)CN1CCCCCC1,-9,-0.3,1,-7,-4,-3,-4,-22,5,-1,1
Cc1ccc(/C=C/C(=O)NC(=S)Nc2ccccc2C(=O)NC2CCCCC2)cc1,-4,-0.5,1,5,-2,-11,2,-16,-22,-4,3
COc1ccccc1CNC(=O)COn1nnc2ccc(S(=O)(=O)N3CCOCC3)cc21,3,-3.6,3,11,19,13,0,6,-4,-2,-21
CCc1c(C)nc2c(C#N)c(C)[nH]n2c1=O,-10,3.1,13,-1,-8,1,11,19,4,12,5
CN(C1CCS(=O)(=O)C1)S(=O)C12CC3CC(CC(C3)C1)C2 (stereo not given),4,-1.3,-5,2,-13,-2,15,4,5,5,4
Cn1c(SCC(=O)Nc2ccc(C(=O)O)cc2)nc2scc(-c3ccccc3Cl)c2c1=O,-8,-2.3,-1,-1,16,3,-14,-18,-4,1,1
COCCn1c(C)cc(C(=O)CSc2nc(C)cc(C)c2C#N)c1C,-12,-1.7,1,-1,15,-19,-4,-13,1,-1,-13
CCn1cc(C(=O)NCCCOC(C)C)c(=O)c2cc(S(=O)(=O)N3CCCC3)ccc21,9,3.1,12,1,-4,4,16,14,-6,1,-2

# Compound profiles (already shown). Values in the order: NOD2 RIPK2 PPI | MC4R ag barr | ABHD5-PLIN5 inh | MC4R antag cAMP | NR2F2 inh | SRC2 inh | NCOA3 inh | LRH-1 inv ag | LMP1 NFkB inh | TLR9-MyD88 block | SRC1 inh
# Results for `COC(=O)c1[nH]c2ccccc2c1NC(=O)CN1CCCCCC1` = -9 | -0.3 | 1 | -7 | -4 | -3 | -4 | -22 | 5 | -1 | 1
# Results for `Cc1ccc(/C=C/C(=O)NC(=S)Nc2ccccc2C(=O)NC2CCCCC2)cc1` = -4 | -0.5 | 1 | 5 | -2 | -11 | 2 | -16 | -22 | -4 | 3
# Results for `COCCn1c(C)cc(C(=O)CSc2nc(C)cc(C)c2C#N)c1C` = -12 | -1.7 | 1 | -1 | 15 | -19 | -4 | -13 | 1 | -1 | -13

# Later entries.
SMILES,NOD2 RIPK2 PPI,MC4R ag barr,ABHD5-PLIN5 inh,MC4R antag cAMP,NR2F2 inh,SRC2 inh,NCOA3 inh,LRH-1 inv ag,LMP1 NFkB inh,TLR9-MyD88 block,SRC1 inh
CCOC(=O)c1cc(NC(=O)Cc2ccc(S(=O)(=O)N3CCOCC3)s2)cc(C(=O)OCC)c1,-3,0.7,4,15,1,-8,-17,14,-14,3,0
Cc1cc(OC(C)C(=O)Nc2ccc(S(=O)(=O)Nc3onc(C)c3C)cc2)cc(C)c1Cl (stereo not given),-6,0.2,-6,2,-1,-4,-1,-7,-8,0,9
O=C(NCc1ccncc1)C(=O)NCC1OCCCN1S(=O)(=O)c1cc(F)ccc1F (stereo not given),-2,-1.5,-4,-6,-2,1,-7,15,-2,-8,8
O=c1[nH]c2ccc(NCc3ccc(F)cc3)cc2[nH]1,3,0.2,-3,3,-17,1,-6,6,-1,4,-42
O=C(C1=C(O)C(=O)N(CCOCCO)C1c1cccs1)c1cccs1 (stereo not given),-5,0.2,1,0,1,8,-7,-24,2,-1,-10
CCOC(=O)Cn1c(CN2CCN(C(=O)c3ccco3)CC2)nc2c1c(=O)n(C)c(=O)n2C,-8,-0.8,-2,11,2,-7,-1,-9,3,-12,-3
CCN(CC)CCCNC(=O)c1ccc(OCC(=O)Nc2ccccc2C(F)(F)F)c(OC)c1,4,0.3,8,3,-2,1,3,12,3,14,5
COc1ccc(CNC(=O)CSc2nn3c(=O)c(C(C)(C)C)nnc3s2)cc1OC,-12,0.4,-10,15,11,-8,-2,-4,7,-3,-3
CC1CCc2nc(NC(=O)Cc3cccs3)sc2C1 (stereo not given),5,1.4,-16,6,-19,-46,-77,-180,-26,5,-103
CCCC(CCC)C(=O)OC1C[C@H]2CC[C@@H](C1)[N+]2(C)C (stereo not given in full),1,-0.6,1,11,15,-16,-8,-21,-3,-1,11
O=C(N/N=C/c1ccncc1)c1ccc(NS(=O)(=O)c2cccs2)cc1,-8,-1.5,-4,-6,-1,6,17,-8,-2,3,-1
CC(=O)Nc1cccc(-c2ccnc3c2CC(C)(C(=O)NCc2ccncc2)O3)c1 (stereo not given),21*,-1.6,-6,5,-3,1,5,-4,·,·,-1
O=C(NC1CC2CCC(C1)N2C(=O)NC1CCCCC1)NC12CC3CC(CC(C3)C1)C2 (stereo not given),-8,2.6,3,2,-2,22,4,-1,9,-2,-11
CCCN1C(=O)c2ccccc2NC1c1ccc(OC)cc1O (stereo not given),-10,0.2,-6,3,-25,-8,-68,-6,27,5,-14
O=C(NCc1ccco1)Nc1cccc([N+](=O)[O-])c1,-4,0.0,1,-3,-19,-1,-18,14,-1,3,-10
CCN(CC)C(=O)C1=C(C)NC(=S)NC1c1cn(-c2ccccc2)nc1-c1ccc(Cl)cc1 (stereo not given),-9,0.1,-4,1,19,-12,-14,15,5,8,-10
O=C(Nc1nc(-c2ccc(F)cc2)cs1)C1CCCO1 (stereo not given),2,0.8,1,5,1,-24,-37,-100,-4,-5,-66
COc1cccc(CNc2nc3cc(-c4ccc(F)cc4)sc3c(=O)n2C)c1,6,0.0,-2,0,-1,-21,-19,-28,·,·,-4
C=CCn1c(C)nc2ccccc2c1=O,-9,0.4,-1,2,24,8,11,7,3,1,-9
Cc1c(C(c2cc(O)ccc2O)c2c(C)n(C)n(-c3ccccc3)c2=O)c(=O)n(-c2ccccc2)n1C,10,-0.9,1,10,15,12,4,-11,-2,-18,-2
Cc1ccc(S(=O)(=O)N2CCC(C(=O)NCc3ccccc3CN3CCCC3)CC2)cc1,-3,-0.1,1,-1,-5,22,0,-2,-4,-8,6
CSc1nnc(-c2cnccn2)n1CCCN1CCCC1=O,3,-0.2,-2,8,-4,0,21,8,-11,-3,6
CCC12CC1(C(=O)OC)C(=O)N1CCc3c([nH]c4ccccc34)C12 (stereo not given),2,·,5,·,·,·,-4,12,·,·,5

# Quoted at random: three entries already listed
SMILES,NOD2 RIPK2 PPI,MC4R ag barr,ABHD5-PLIN5 inh,MC4R antag cAMP,NR2F2 inh,SRC2 inh,NCOA3 inh,LRH-1 inv ag,LMP1 NFkB inh,TLR9-MyD88 block,SRC1 inh
O=C(Nc1nc(-c2ccc(F)cc2)cs1)C1CCCO1 (stereo not given),2,0.8,1,5,1,-24,-37,-100,-4,-5,-66
COc1cccc(CNc2nc3cc(-c4ccc(F)cc4)sc3c(=O)n2C)c1,6,0.0,-2,0,-1,-21,-19,-28,·,·,-4
CCCN1C(=O)c2ccccc2NC1c1ccc(OC)cc1O (stereo not given),-10,0.2,-6,3,-25,-8,-68,-6,27,5,-14

# Screens: PubChem, several laboratories
